High-throughput results (PubChem)
BAZ2B inh: qHTS Assay for Inhibitors of BAZ2B | Bromodomain adjacent to zinc finger domain protein 2B (Homo sapiens), Q9UIF8 | AlphaScreen BAZ2B-H3K14Ac peptide displacement | Potency, µM (highest dose often 114 µM), for inactives: top-dose activity change, negative = inhibition, actives largely listed as inhibitors | hit rate 4.4% among 360,000; note: potency is the fitted concentration of half-maximal effect; % is set by controls: 0 for no effect and ±100 for the full control effect; nearly all actives have a fitted effect of over 60% in size
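AlphaScreen displacement of biotin-H3(5-23)K14Ac peptide (50 nM final) from BAZ2B (50 nM final) in PBS pH 7.4, 0.01% Tween-20; complex preformed 30 min RT, then compounds (top 110 uM) 30 min RT, beads 20 min dark.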
G9a block: qHTS Assay for Inhibitors of Histone Lysine Methyltransferase G9a; Histone-lysine N-methyltransferase EHMT2 (Homo sapiens), Q96KQ7; G9a H3K9 monomethylation, AlphaScreen, 2 h; Potency, µM (titrated, usually from 102 µM), inactives show at the top dose activity, negative = inhibition, actives largely listed as inhibitors; hit rate 8.8% among 350,000; note: potency is the fitted concentration of half-maximal effect; % is set by controls: 0 for no effect and ±100 for the full control effect; nearly all actives have a fitted effect of over 75% in size
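AlphaScreen detection with an anti-monomethyl H3K9 antibody quantified product after a 2 h room-temperature reaction containing 500 nM biotinylated H3K9 peptide, 20 µM SAM and 20 nM enzyme, which had been preincubated 15 min with compound.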
GLS inh: qHTS for Inhibitors of Glutaminase (GLS) | GLS enzymatic activity, qHTS titration | Potency, µM (doses to about 45.5 µM), for inactives: top-dose activity change, negative = inhibition, usual class: inhibitors | hit rate 0.21% among 410,000 | AID 624170, 2012; note: potency is the fitted concentration of half-maximal effect; % is set by controls: 0 for no effect and ±100 for the full control effect
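Two-point fluorescence kinetic (t0, 30 min RT) for hKGA; glutamate detected via glutamate oxidase–HRP–Amplex Red. Substrate: 1 mM L-glutamine solution; buffer 45 mM KH2PO4, pH 8.2.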
PI4K2A block: qHTS for small molecular inhibitors of PI4K2A. purified PI4K2A, ADP-Glo luminescence, 1 h; hits give low values. activity change, negative = inhibition, % at 76.9 µM. hit rate 0.13% among 420,000; in the data active = activity change below about -50%; inconclusive = mostly about -30% to -49%;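 note: -100% = wells without enzyme as full effect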
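ADP-Glo luminescence measured ADP generated by PI4K2A enzyme (4 ug/mL before mixing) with 1.2 mM PI substrate (pre-mix) and 300 microM ATP (pre-mix). Tris pH7.5 buffer with MgCl2, Triton X-100; 1 h reaction at ambient temperature.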
Pin1 inhibitor: qHTS Assay to Find Inhibitors of Pin1; Pin1 FP peptide displacement, HiFluor488, 10 min; Potency, µM (highest dose often 115 µM), inactives show at the top dose activity, negative = inhibition, actives largely listed as inhibitors; hit rate 0.009% among 390,000; AID 504891, 2011; active = well fitted inhibition curve with a large enough effect in the polarisation, with a control signal flat, not every such curve was filed as active; inconclusive = small, poorly fitted or top-dose-only effect, or effect the other way, or a change in a side signal; inactive = no such curve, though single readings can be large or run the other way; the % refers to the polarisation; note: potency is the fitted concentration of half-maximal effect; % is set by controls: 0 for no effect and ±100 for the full control effect
Tb PGK inh: qHTS Assay to Find Inhibitors of Phosphoglycerate Kinase. PGK/GAPDH coupled, Kinase-Glo luminescence, 60 min. Phosphoglycerate kinase, glycosomal (Trypanosoma brucei brucei), P07378. Potency, µM (doses to about 57.5 µM), without a hit: at the highest dose activity change, negative = inhibition, most hits filed as inhibitors. AID 602233, 2012. hit rate 0.043% among 380,000; note: potency is the fitted concentration of half-maximal effect; % is set by controls: 0 for no effect and ±100 for the full control effect; nearly all actives have a fitted effect of over 60% in size
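Luminescent ATP detection (Kinase-Glo Plus) follows a 60-minute room-temperature incubation, with wells lacking PGK as controls. Buffer: 100 mM TEA (pH 7.6), 5 mM MgCl2, 0.01% Tween-20. Coupling enzyme GAPDH (100 nM final) supplies unstable 1,3-BPG in-well.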
JMJD2A Tudor: qHTS Assay for Inhibitors of JMJD2A-Tudor Domain; Lysine-specific demethylase 4A (Homo sapiens), O75164; AlphaScreen JMJD2A-Tudor / H3K4me3 peptide binding; Potency, µM (highest dose often 114 µM), for inactives: at the top dose activity change, negative = inhibition, most hits filed as inhibitors; hit rate 4.4% among 390,000; AID 504339, 2011; note: potency is the fitted concentration of half-maximal effect; % is set by controls: 0 for no effect and ±100 for the full control effect; nearly all actives have a fitted effect of over 50% in size
HP1b binding inh: HTS for Inhibitors of HP1-beta Chromodomain Interactions with Methylated Histone Tails; Chromobox protein homolog 1 (Homo sapiens), P83916; AlphaScreen HP1-beta / biotin-H3K9me3 peptide binding; Potency, µM (series often up to 114 µM), for inactives: top-dose activity change, negative = inhibition, most hits filed as inhibitors; hit rate 0.56% among 390,000; note: potency is the fitted concentration of half-maximal effect; nearly all actives have a fitted effect of over 70% in size; inactives centre near 23
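Compound inhibition of the preformed complex between 50 nM HP1-beta and 50 nM biotinylated H3K9me3 peptide was read by AlphaScreen. Buffer was PBS pH 7.4 with 0.01% Tween-20. Incubations ran 30 min at room temperature, with 10 ug/mL donor/acceptor beads.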
POLH inh: qHTS for Inhibitors of Polymerase Eta | DNA polymerase eta (Homo sapiens), Q9Y253 | recombinant Pol eta, fluorescent DNA replication assay | Potency, µM (series often up to 114 µM), without a hit: top-dose activity change, negative = inhibition, most hits filed as inhibitors | hit rate 1.2% among 390,000 | AID 588591, 2011; note: potency is the fitted concentration of half-maximal effect; % is set by controls: 0 for no effect and ±100 for the full control effect
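Pol eta (10 nM) was preincubated with compounds for 15 min at room temperature, after which fluorescent replication substrate (50 nM final) was added to start the reaction. Fluorescence was read kinetically at 0 and 10 min.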
Numbers without * were called inactive; i = inactive; ? = inconclusive; . = no result given; & = joins results of further samples; [ ] = another dose, or the depositor's remark. Unless noted, calls come from the whole dose curve; as a rule, active = well fitted curve in the direction sought with a large enough effect; inconclusive = small, poorly fitted or top-dose-only effect, or another doubt; inactive = no such curve, though single readings can be large; an effect the other way counts as inactive or inconclusive. Some of the compounds tested; the hit share may differ from the screen's.

SMILES	BAZ2B inh	G9a block	GLS inh	PI4K2A block	Pin1 inhibitor	Tb PGK inh	JMJD2A Tudor	HP1b binding inh	POLH inh
CCOc1ccccc1OCCCC(=O)Nc1cccc(-n2cnnn2)c1C	-5%	?	-15%	3	2%	-7%	-8%	28%	-8%
CCC(Sc1ncnc2c1nnn2-c1ccc(F)cc1)C(=O)OC (centres undefined)	-1%	16%	-7%	25	-8%	-9%	-4%	24%	1%
O=C1CCCc2nc(N3CCN(C(c4ccccc4)c4ccccc4)CC3)ncc21	-32%	?	-11%	1	28%	2%	-17%	21%	-22%
CC(=O)CSc1ncnc2sc3c(c12)CCCC3	9%	7%[12.7 µM]	11%	0	-11%	-8%	4%	3%	-1%
CCCCCCSc1ccc(-c2nc3cc(C)ccn3c2NC2CCCCC2)cc1	.	.	-15%&-3%	0&-3	30%	i	?	67%[activator]	-11%
COc1cc(C(=O)NCCCCc2ccccc2)cc(OC)c1OC	-2%	23%	1%	-4	-13%	0%	-5%	19%	-5%
CCOC(=O)C1CCN(c2nc3c(S(=O)(=O)c4ccc(Br)cc4)nnn3c3ccsc23)CC1	-8%	2%[59 µM]	-19%	0	13%	-7%	-10%	31%	6%
Cc1ccc(-c2cc(C(=O)Nc3ccc(S(=O)(=O)Nc4nc(C)cc(C)n4)cc3)c3ccccc3n2)cc1	?	50µM*	1%	-1	1%	i	-18%	?	-16%
CCc1ccc(OCCCC(=O)Nc2ccc(N3CCCCC3)cc2)cc1	-1%	-4%[12.7 µM]	25%	-7	1%	-1%	-16%	25%	4%
COc1cccc(C(=O)Oc2cccc(N3C(=O)C4C5CC(C(Br)C5Br)C4C3=O)c2)c1 (centres undefined)	-5%	-7%[59 µM]	.	3	0%	-1%	1%	33%	-6%
CC(C)(C)N1CC(c2nc3ccccc3n2CCOc2ccccc2)CC1=O (centres undefined)	-12%	-2%[59 µM]	10%	7	-2%	8%	-6%	20%	-10%
CC(=O)NC(CC(=O)NCc1ccncc1)c1ccccc1 (centres undefined)	-3%	2%	0%	-1	-6%	-3%	-11%	30%	-10%
COCC(C)NC(=O)c1cc(-c2ccc(OC)c(OC)c2)on1 (centres undefined)	10%	21%[59 µM]	2%	3	2%	i	-8%	20%	-9%
COc1cc(CC(=O)Nc2nc(-c3ccc(F)c(F)c3)cs2)cc(OC)c1OC	-9%	-14%	-2%	1	9%	-6%	-16%	5%	-11%
COc1ccc2c(c1)-c1nc(/N=C/c3cccc(OC)c3O)sc1CC2	50µM*	18µM*	17%	-5	5%	-11%	?	?	-6%
O=C(NCCCn1ccnc1)c1cccc(S(=O)(=O)Nc2ccc(Br)cc2)c1	-35%	11µM*	-2%	-5	-4%	-4%	-27%	20%	-17%
Fc1ccc(CSc2nc3ncccc3[nH]2)cc1	-4%	50µM*	11%	4	-4%	3%	-4%	-12%	-14%
O=S(=O)(Nc1nccs1)c1ccc(F)cc1	-6%	.	5%	-6	-4%	-15%	-12%	36%[activator]	-5%
Cc1ccc(CNC(=O)C(C)n2nc(C)n3c(cc4sccc43)c2=O)cc1 (centres undefined)	2%	5%[59 µM]	-8%	1	6%	-9%	1%	49%[activator]	-20%
COCCN1C(=O)C(=O)/C(=C(/O)c2cccc(OC)c2)C1c1ccncc1 (centres undefined)	-17%	50µM*	-6%	-7	0%	-2%	?	6%	8%
Cc1oc2ncn(CC(C)C)c(=O)c2c1C(=O)NCc1cccc(Cl)c1	11%[57.1 µM]	-1%[59 µM]	3%	-2	7%	-8%	13%	36%	-21%
Cc1ccc(C)c(NC(=S)Nc2ccc(S(=O)(=O)Nc3ncccn3)cc2)c1	-3%	-5%[59 µM]	17%	-3	-1%	-7%	-5%	18%	-16%
Cc1cc(C)c2c(CCl)cc(=O)oc2c1	-28%	28%[59 µM]	32%	-1	-8%	7%	4%	39%[activator]	?
O=S(=O)(c1ccc(F)cc1F)N1CCCN(c2ccc(C(F)(F)F)cn2)CC1	10%	94%[activator]	-3%	-3	-5%	-12%	24%	66%[activator]	-20%
CCCC12CN(C(=O)c3ccc([N+](=O)[O-])cc3)CC(C)(CN(C(=O)c3ccc([N+](=O)[O-])cc3)C1)C2=O	0%	.	5%	-9	-9%	-5%	-14%	-4%	-16%

The closing 2 records of the section before open the next one:
SMILES	BAZ2B inh	G9a block	GLS inh	PI4K2A block	Pin1 inhibitor	Tb PGK inh	JMJD2A Tudor	HP1b binding inh	POLH inh
O=S(=O)(c1ccc(F)cc1F)N1CCCN(c2ccc(C(F)(F)F)cn2)CC1	10%	94%[activator]	-3%	-3	-5%	-12%	24%	66%[activator]	-20%
CCCC12CN(C(=O)c3ccc([N+](=O)[O-])cc3)CC(C)(CN(C(=O)c3ccc([N+](=O)[O-])cc3)C1)C2=O	0%	.	5%	-9	-9%	-5%	-14%	-4%	-16%
COc1ccc(NC(=O)c2ccc(Cn3cc(Cl)cn3)cc2)cc1	5%	.	10%	-1	-1%	-4%	-6%	41%[activator]	-6%
CC(=O)Nc1ccc(SCC(=O)Nc2ccccc2-c2ccccc2)cc1	?	-5%[59 µM]	-5%	-2	-4%	-6%	-15%	53%[activator]	-19%
COC(=O)c1[nH]c2ccc(Br)cc2c1NC(=O)CN1CCN(C2CCCCC2)CC1	?	?	34%[activator]	3	?	1%	?	21%	-14%
O=C(Nc1cccc(C(=O)O)c1)/C(=C\c1ccccc1Cl)NC(=O)c1ccco1	-26%	28%	12%	-1	3%	2%	-10%	16%	-1%
CC(C)(C)n1nnnc1C(c1ccc(C(F)(F)F)cc1)N(Cc1ccc(F)cc1)Cc1ccco1 (centres undefined)	2%	-2%[59 µM]	-5%	-4	12%	-1%	-26%	13%	-7%
Cn1c(/C=N/c2nc3ccccc3[nH]2)nc2ccccc21	0%	14%[12.7 µM]	2%	-5	0%	1%	-18%	19%	-14%
COc1ccc(Cl)cc1NC(=O)c1c(NCc2cccnc2)sc2c1CCC(C)C2 (centres undefined)	-16%	?	-8%	1	3%	-7%	?	?	5%
COc1cccc(NC(=O)Cc2csc(COc3cccc(C)c3)n2)c1	-2%	29%[59 µM]	-8%	-10	6%	-5%	9%	69%[activator]	-20%
COc1ccc(CN2CCn3ncc(C(=O)Nc4ccc(Cl)cc4Cl)c3C2=O)cc1	3%	-10%	8%	-4	1%	6%	-18%	15%	-8%
Cc1ccc(C(=O)N/C(=C/c2ccco2)C(=O)N2CCCCC2)cc1	-9%	50µM*	6%	-6	11%	-2%	-19%	-3%	-20%
CC(OC(=O)c1cccn1C)C(=O)Nc1ccc2c(c1)OCO2 (centres undefined)	-16%	0%	5%	0	-2%	0%	-18%	12%	-4%
Cc1ccc(N2CCN(S(=O)(=O)N3CCOCC3)CC2)cc1C	2%	-10%	2%	-2	0%	i	-8%	27%	-9%
O=C1CC(c2ccsc2)c2cc3c(cc2N1)OCCO3 (centres undefined)	1%	?	-4%	0	1%	-6%	-20%	26%	-10%
CCN(CC(=O)Nc1ccc(NC(C)=O)cc1)C(=O)Cc1cccc2ccccc12	-11%	.	7%	-2	-3%	-6%	-6%	19%	-5%
CCOC(=O)c1cnn(-c2ccccc2)c1NC(=O)C(F)(F)C(F)(F)C(F)(F)F	4%	-10%	-2%	4	1%	-2%	5%[11.4 µM]	1%	4%
CCOC(=O)c1sc(N(Cc2ccccc2)C(=O)CCl)nc1C	-30%	40µM*	-5%	0	0%	-1%	12%	85%[activator]	?
CC1CCCCN1c1ccc(N)cc1C(N)=O (centres undefined)	-23%	?	2µM*	0	8%	5%	-8%	15%	-4%
COc1cc(C(=O)NCCOc2ccc(Cl)cc2)ccc1OCc1c(C)noc1C	0%	19%[2.33 µM]	7%	1	-4%	i	-8%	13%	-6%
COc1ccc(N2CCN(C(=O)c3c(C)oc4ncnc(N5CCCCC5)c34)CC2)cc1	1%[57.1 µM]	-46%[59 µM]	12%	-2	1%	11%	-21%	15%	-5%
COc1ccc(CNc2nc(-c3ccccc3)nn2S(=O)(=O)c2ccccc2)cc1	31%[activator]	29%[59 µM]	5%	0	6%	4%	26%	87%[activator]	-11%
CCOc1ccc(NC(=O)Nc2nc3ccc(S(C)(=O)=O)cc3s2)cc1	-12%	-25%	-1%	1	3%	i	-11%	12%	-14%
c1cc(-c2nnc(-c3ccncc3)o2)ccn1	-1%	0%	-5%	-9	-3%	-7%	-17%	12%	-3%
Cc1ccc(C)c(NC(=S)NNC(=O)c2cc3c(s2)CCC(C)C3)c1 (centres undefined)	-6%	35µM*	19%	2	0%	5%	-32%	-19%	?
COC(=O)CSc1nnc(CNc2ccc(F)cc2)o1	-11%	-8%[12.7 µM]	21%	2	-2%	0%	-19%	21%	-11%
CCOc1ccc(C(=O)Nc2ccc3c(c2)OCO3)cc1OCC	-1%	-11%[59 µM]	-8%	6	?	5%	-7%	25%	8%
Cc1cc(NC(=S)NC(=O)c2ccccc2)ccc1-c1cc2ccccc2oc1=O	-26%	-23%[59 µM]	3%	-2	-1%	4%	-6%	12%	-25%

Individual results from the list.
Cc1ccc(C(=O)N/C(=C/c2ccco2)C(=O)N2CCCCC2)cc1 – G9a block: 50µM*
CCc1ccc(OCCCC(=O)Nc2ccc(N3CCCCC3)cc2)cc1 – Tb PGK inh: -1%
